Vif-A3F inh – blocks the Vif interaction with APOBEC3F. Potency, µM (doses to about 46.1 µM), for the others: top-dose activity, negative = active. 390,000 tested, 0.2% active. HeLa A3F-eYFP + Vif (tagged APOBEC3F with the HIV-1 protein that degrades it), YFP fluorescence increase; further: potency means the concentration at half of the fitted maximal effect; % of control where 0% means no effect; nearly all actives have a fitted effect of over 65% in size
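HeLa cells stably expressing Vif plus C-terminally eYFP-tagged A3F were seeded, incubated overnight at 37 deg C, dosed with compound, incubated overnight again at 37 deg C. Yellow fluorescence (Ex 488/Em 500-530) reported blocked Vif-mediated A3F-eYFP degradation.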
D1 ag – agonists of human D1 dopamine receptor; 360,000 tested, 1% active; HEK293 T-REx D1 cells, calcium flux, agonist mode; AID 504660; activation, % at 2 µM; P21728; in the data active means activation above about 30%; further: 0% is about no effect
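Agonism was scored from calcium flux recorded over 180 s (1 read/s) after pintool compound addition, following a 10-cycle baseline. Cells were inducible force-coupled HEK293 TREx D1, plated overnight at 30 C and loaded with no-wash calcium dye.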
D1 antagonist – antagonists of human D1 dopamine receptor; P21728; HEK293 TREx D1 cells, calcium flux, dopamine EC80; stronger effect = lower value; activity change, negative = inhibition, % at 10 µM; 360,000 tested, 3.2% active; AID 504652; in the data active means activity change below about -30%; further: on the % scale 0 is the no-effect control and ±100 the full control effect
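Using tetracycline-induced force-coupled D1 Hek293 cells and a calcium dye, signals were followed for 180 s after compound, then for 180 s after EC80 dopamine, to detect inhibitors.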
LDHA inh – inhibitors of human lactate dehydrogenase A; P00338; purified LDHA, NADH/diaphorase-resazurin fluorescence; stronger effect = lower value; activity change, % (values are at about 110 or 230 µM); 480,000 tested, 0.15% active; AID 1347041; in the data active means activity change below about -30%; inconclusive means mostly about -25% to -30%;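 further: plate controls were DMSO wells for no effect and wells without enzyme for full effect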
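Resorufin fluorescence (ex540/em590), read at 0 and 20 min after diaphorase/resazurin addition, reports the NADH left after a 5 min room-temperature reaction of 2 nM human LDH5 with 0.06 mM NADH and 0.2 mM pyruvate.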
RXFP1 ag – activates the human relaxin receptor RXFP1. Q9HBX9. Potency, µM (titrated, usually from 57.5 µM), for inactives: at the highest dose activation, usual class: activators. HEK293T-RXFP1 cAMP TR-FRET, 30 min; response scale: percent of porcine relaxin response, buffer zero. AID 2676. 370,000 tested, 0.3% active; further: potency means the concentration at half of the fitted maximal effect; on the % scale 0 is the no-effect control and ±100 the full control effect; nearly all actives have a fitted effect of over 60% in size; many of its hits are not listed in these tables
Target sequence (Q9HBX9 whole entry, looked up): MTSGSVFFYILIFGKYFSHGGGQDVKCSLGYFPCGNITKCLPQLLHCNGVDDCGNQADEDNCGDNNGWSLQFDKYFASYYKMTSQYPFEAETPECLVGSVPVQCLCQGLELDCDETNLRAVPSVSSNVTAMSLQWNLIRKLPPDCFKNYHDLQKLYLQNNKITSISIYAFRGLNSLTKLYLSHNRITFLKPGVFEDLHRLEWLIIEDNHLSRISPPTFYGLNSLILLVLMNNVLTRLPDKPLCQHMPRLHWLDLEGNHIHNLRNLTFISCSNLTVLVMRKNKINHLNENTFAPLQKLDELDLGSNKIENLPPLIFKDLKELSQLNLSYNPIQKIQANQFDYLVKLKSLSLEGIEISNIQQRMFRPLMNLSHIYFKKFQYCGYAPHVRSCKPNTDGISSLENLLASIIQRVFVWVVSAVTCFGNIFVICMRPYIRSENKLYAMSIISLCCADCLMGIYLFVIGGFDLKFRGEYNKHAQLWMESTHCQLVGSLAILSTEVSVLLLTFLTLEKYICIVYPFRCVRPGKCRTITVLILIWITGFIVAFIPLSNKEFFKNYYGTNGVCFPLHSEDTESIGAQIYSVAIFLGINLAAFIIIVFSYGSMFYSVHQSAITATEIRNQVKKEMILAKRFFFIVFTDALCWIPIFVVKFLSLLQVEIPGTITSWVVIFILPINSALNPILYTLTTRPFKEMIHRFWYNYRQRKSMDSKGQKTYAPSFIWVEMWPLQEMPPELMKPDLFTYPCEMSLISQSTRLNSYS
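Agonist response is measured as cAMP accumulation in an RXFP1-transfected HEK293T line under PDE4 inhibition. Values are scaled between buffer-only and 29 nM porcine relaxin, and EC50s come from standard Hill equation fits.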
Vif-APOBEC3G blk – Vif-A3G binding inhibition | Q9HC16 | HeLa A3G-eYFP + Vif (tagged APOBEC3G with the HIV-1 protein that degrades it), YFP fluorescence, overnight | Potency, µM (titrated, usually from 46.1 µM), inactives show at the top dose activity, negative = active, usual class: inhibitors | 410,000 tested, 0.076% active | AID 602310;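 further: potency means the concentration at half of the fitted maximal effect; on the % scale 0 is the no-effect control and ±100 the full control effect; nearly all actives have a fitted effect of over 60% in size; hits raise eYFP signal because A3G escapes Vif-driven loss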
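HeLa cells stably expressing Vif and C-terminally eYFP-tagged A3G, seeded overnight at 37 deg C, then exposed to compound by pintool overnight at 37 deg C. Rise in yellow fluorescence (Ex 488/Em 500-530, Acumen) marks blocked Vif-driven A3G degradation.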
D2 PAM – positively modulates the human D2 dopamine receptor allosterically. P14416. HEK293 T-REx D2, calcium flux, EC20 dopamine potentiation. potentiation, % at 10 µM. 340,000 tested, 0.34% active. AID 485347;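 active means potentiation over 3 SD above the plate norm, cut at about 30% in these data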; further: 0% is about no effect
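Tetracycline-induced HEK293 T-REx cells force-coupled to calcium signalling expressed D2; compounds were pin-added after a 10 s baseline, read kinetically 180 s, then an EC20 dopamine challenge followed with a further 180 s calcium read.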
GRP78 ERSR act – induces the endoplasmic reticulum stress response in human glioma cells; 420,000 tested, 0.02% active; U87-MG GRP78 promoter luciferase reporter, 16 h; Potency, µM, for inactives: at the top dose activation, most hits filed as activators; further: potency means the concentration at half of the fitted maximal effect; series mostly up to about 76 µM; % of control where 0% means no effect; nearly all actives have a fitted effect of over 35% in size
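Stably transfected U87-MG glioma cells carrying a GRP78-based luciferase sensor; 16 h compound incubation. Luminescence end-point read 10 min after Bright-Glo addition at room temperature.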
D1 potentiator – potentiators of human D1 dopamine receptor; P21728; HEK293 TREx D1 cells, calcium flux, dopamine EC20 potentiation; potentiation, % at 10 µM; 360,000 tested, 0.036% active; in the data active means potentiation above about 30%; further: 0% is about no effect
Starred values were filed as active, the others as inactive; ? = inconclusive; . = not tested or not shown; & = joins results of further samples. Unless noted, the call rests on the fitted dose curve; in most records, active means well fitted curve in the direction sought with a large enough effect; inconclusive means small, poorly fitted or top-dose-only effect, or another doubt; inactive means no such curve, though single readings can be large; an effect the other way counts as inactive or inconclusive. This is a subset, so the mix of outcomes need not match the whole.

Compound | D1 antagonist | D1 ag | LDHA inh | Vif-APOBEC3G blk | RXFP1 ag | GRP78 ERSR act | D1 potentiator | D2 PAM | Vif-A3F inh
COc1ccc(OC)c(CNC(=O)c2ccc(C)c(NC(=O)C3=C(C)OCCS3)c2)c1 | -8 | 0 | 0 | -2% | 0.2% | 6% | -2 | -7 | 3%
Cc1cc2c(NCCc3ccccc3)ncnc2s1 | 13 | 12 | 0 | 2% | 4.3% | 4% | -5 | 0 | 1%
Cc1csc(NC(=O)c2cc([N+](=O)[O-])cc([N+](=O)[O-])c2)n1 | 9 | 11 | 6 | -21% | -0.6% | -3% | 2 | 3 | -14%
Cc1cc(C)cc(C(=O)Nc2nnc3n2CCS3)c1 | -4 | 1 | 3 | 3% | -0.1% | 9% | -3 | 10 | 1%
COc1ccc(CC(=O)NNC(=O)c2cccs2)cc1OC | -14 | 1 | -11 | 0% | 3.2% | 2% | -6 | 4 | -2%
COc1ccc(OCCCC(=O)OC(C)C(=O)Nc2ccc(NC(C)=O)cc2)cc1 (stereo not drawn) | 6 | 3 | -11 | 0% | -0.8% | -5% | 14 | -1 | -9%
Cc1ccc(C)c(N2CCN(S(=O)(=O)c3c(C(=O)N4CCC(C)CC4)c(C)n(C)c3C)CC2)c1 | -4 | 4 | 2 | 1% | 0.9% | -3% | 0 | 1 | -2%
COc1ccc(C(C(=O)NC2CCCCC2)N(Cc2ccco2)C(=O)CNC(=O)c2ccco2)cc1 (stereo not drawn) | . | . | -5 | -17% | . | -10% | . | . | 3%
Cc1ccc(OCCC(=O)Nc2ccc3c(c2)OCCCO3)cc1 | 16 | 1 | -4 | 1% | 1.7% | 1% | -8 | 0 | 2%
CCCn1c(SCC(=O)NCc2ccc(OC)cc2)n[nH]c1=O | 3 | 1 | 1 | 6% | 4.5% | 0% | -4 | -4 | 13%
O=C(NCCc1ccccc1)/C(=C\c1ccccc1)NC(=O)c1ccco1 | -1 | 0 | -10 | 0% | 0.0% | 1% | 0 | -3 | -14%
COc1ccc(NC(=O)c2cc(-c3ccccc3Cl)on2)cc1 | -14 | 8 | -13 | -3% | -0.9% | 5% | 1 | -13 | -7%
COc1ccc(CNC(=S)Nc2cccc(C)c2)cc1 | -4 | 5 | -4 | 0% | -0.7% | -1% | 0 | -4 | -5%
COCCCNC(=O)c1ccc(CN2CCc3ccccc3C2)cc1 | 2 | 2 | -5 | -1% | -0.4% | 3% | 1 | -18 | -1%
CCn1c(N)c(C(=O)NC2CCCCC2)sc1=S | 4 | -3 | -10 | 2% | -1.2% | 1% | 1 | 1 | -1%
Cn1nnnc1SCC(=O)N1CCN(C(=O)c2ccco2)CC1 | -38* | 7 | -7 | 1% | 0.6% | 0% | -2 | 16 | 1%
Cn1nc(C(F)(F)F)c(-c2ccccc2)c1NC(=O)CSCC(=O)O | 10 | 5 | -13 | -1% | -0.6% | 1% | 2 | 1 | 1%
Cc1ccc(CNC(=O)c2oc3ccc(S(=O)(=O)N4CCOCC4)cc3c2C)cc1 | 23 | 4 | -15 | 0% | 0.2% | -1% | -5 | -3 | -16%
COC(=O)c1c[nH]n2c(=O)cc(C)nc12 | -6 | 2 | -1 | 0% | 0.1% | -5% | -3 | 7 | -7%
O=[N+]([O-])c1ccc(Cl)cc1NCC1CCCO1 (stereo not drawn) | -1 | 2 | -7 | 0% | 4.4% | 4% | -3 | 8 | -3%

Compound profiles, from the list above.
COc1ccc(OCCCC(=O)OC(C)C(=O)Nc2ccc(NC(C)=O)cc2)cc1 (stereo not drawn) in the list: D1 antagonist = 6; D1 ag = 3; LDHA inh = -11; Vif-APOBEC3G blk = 0%; RXFP1 ag = -0.8%; GRP78 ERSR act = -5%; D1 potentiator = 14; D2 PAM = -1; Vif-A3F inh = -9%
Cc1cc2c(NCCc3ccccc3)ncnc2s1 in the list: D1 antagonist = 13; D1 ag = 12; LDHA inh = 0; Vif-APOBEC3G blk = 2%; RXFP1 ag = 4.3%; GRP78 ERSR act = 4%; D1 potentiator = -5; D2 PAM = 0; Vif-A3F inh = 1%

The listing picks up, repeating the 6 entries before the break.
Compound | D1 antagonist | D1 ag | LDHA inh | Vif-APOBEC3G blk | RXFP1 ag | GRP78 ERSR act | D1 potentiator | D2 PAM | Vif-A3F inh
CCn1c(N)c(C(=O)NC2CCCCC2)sc1=S | 4 | -3 | -10 | 2% | -1.2% | 1% | 1 | 1 | -1%
Cn1nnnc1SCC(=O)N1CCN(C(=O)c2ccco2)CC1 | -38* | 7 | -7 | 1% | 0.6% | 0% | -2 | 16 | 1%
Cn1nc(C(F)(F)F)c(-c2ccccc2)c1NC(=O)CSCC(=O)O | 10 | 5 | -13 | -1% | -0.6% | 1% | 2 | 1 | 1%
Cc1ccc(CNC(=O)c2oc3ccc(S(=O)(=O)N4CCOCC4)cc3c2C)cc1 | 23 | 4 | -15 | 0% | 0.2% | -1% | -5 | -3 | -16%
COC(=O)c1c[nH]n2c(=O)cc(C)nc12 | -6 | 2 | -1 | 0% | 0.1% | -5% | -3 | 7 | -7%
O=[N+]([O-])c1ccc(Cl)cc1NCC1CCCO1 (stereo not drawn) | -1 | 2 | -7 | 0% | 4.4% | 4% | -3 | 8 | -3%
O=C(CN1CCN(C2CCCCC2)CC1)Nc1ccccc1-c1ccccc1 | 8 | 4 | ? | 1% | 0.3% | -4% | -2 | 4 | 0%
O=C(Nc1ccc(S(=O)(=O)N2CCCC2)cc1)c1cc(F)c(F)cc1Cl | -26 | 5 | -1 | -5% | -1.6% | 0% | -7 | -14 | -2%
COc1cc(CN2CCC(n3nccc3NC(=O)C3CCOC3)CC2)ccc1F (stereo not drawn) | -10 | 1 | -13 | 0% | 3.8% | 1% | -3 | 7 | -12%
Cc1cc(C)n(Cc2cc(C(=O)O)c3ccccc3n2)n1 | 9 | 2 | -4&0 | 1% | 1.5% | -3% | -4 | 2 | -8%
CC(NC(=O)CN(C)S(=O)(=O)c1cnc[nH]1)c1ccccc1 (stereo not drawn) | 8 | 2 | 0 | 0% | 1.4% | 0% | 0 | -1 | 7%
COc1cc2c(c(OC)c1OC)-c1ccc(OC)c(=O)cc1C(NC(=O)c1ccccc1)CC2 (stereo not drawn) | . | . | 10 | -61% | . | -3% | . | . | -2%
CC(=O)Oc1ccc(-c2csnn2)cc1 | -21 | 2 | -6 | 0% | 0.6% | -3% | -1 | 2 | -4%
C=CCNC(=O)c1c(CSc2ccc(Cl)cc2)noc1C(=O)NCc1ccccc1 | . | . | -2 | 6% | . | -4% | . | . | 4%
COc1ccc(S(=O)(=O)N2Cc3ccccc3CC2C(=O)O)cc1 (stereo not drawn) | 12 | 3 | 0 | 0% | 1.5% | -1% | 0 | -2 | -13%
Cc1cccc(NC(=O)CN2C(=O)S/C(=C\c3ccc(-c4cccc(C(=O)O)c4C)o3)C2=O)c1 | 20 | 2 | -12 | -3% | -1.1% | -1% | 2 | -2 | 11%
CCOc1ccc(NC(=O)c2c(NCc3cccs3)sc3c2CCCCC3)cc1 | -7 | 0 | 1 | 3% | -0.1% | 0% | -1 | -5 | 6%
COC(=O)CSc1nc(SCc2ccccc2Cl)nc2c1CCCC2 | -20 | 14 | -2 | 1% | -0.1% | 1% | -4 | 5 | -7%
CCOC(=O)N1CCN(S(=O)(=O)c2c[nH]c(C(=O)OC)c2)CC1 | -19 | 7 | -2 | 8% | 1.9% | -2% | -7 | -13 | -8%
CNc1ncnc2c1cnn2C1CCCCO1 (stereo not drawn) | . | . | 0 | 1% | . | -3% | . | . | 0%
CCN(CCN(C)C)C(=O)C1CCN(S(=O)(=O)c2c(C)noc2/C=C/c2ccccc2F)CC1 | -37* | 28&19 | -6&11&-9 | -3%&-16% | 0.8%&-0.6% | -10%&-10% | -7&-4 | -13&-9 | -8%&-1%
CC(C)n1nnnc1SCC(=O)N1CCOCC1 | 2 | 3 | -9 | -4% | 0.5% | -5% | -3 | 0 | 3%
C#CCOCCOCCOCCNc1nc(N2CCOCC2)nc(N2CCN(C(=O)Cn3cc(CCCCN)nn3)CC2)n1 | . | . | -2 | -2% | . | -4% | . | . | -2%
CCOc1ccc(NC(=O)CN2CCN(CC(=O)Nc3ccc(F)c(F)c3)CC2)cc1 | -9 | 7 | -2 | 1% | -0.1% | 3% | 1 | 18 | -8%
COc1ccc2[nH]c3c(NCCCOC(C)C)ncnc3c2c1 | -21 | 2 | -2 | -6% | 8.2% | -8% | -4 | -4 | 1%
C[C@H]1CN([C@@H](C)CO)C(=O)c2cc(C#CC3CCCC3)cnc2O[C@H]1CN(C)C(=O)Cc1ccccn1 | . | . | -8 | 1% | . | -3% | . | . | -15%
NC(=O)/C(=C/c1ccco1)C(N)=S | -5 | 2 | -3 | 0% | -3.1% | -3% | 1 | 2 | -13%
Cc1cccc(NC(=O)Cn2cnc3c(oc4nc5c(cc43)COC(C)(C)C5)c2=O)c1 | 6 | 5 | -1 | 1% | 1.4% | -1% | -4 | 10 | ?
CCN1C(=O)c2ccccc2S(=O)c2ccc(C(=O)N3CCCC3)cc21 (stereo not drawn) | -8 | 0 | -5 | -1% | 0.9% | -4% | 2 | 3 | -6%
